SUMO Mot1 rescue: yeast Mot1-301 growth rescue at high temperature, primary screen, SUMOylation pathway inhibitor project, S. cerevisiae, ATP luminescence, 38.5C. S. cerevisiae Mot1-301 growth rescue; percent above DMSO median, 100 means doubled. growth rescue, % at 18.8 µM. 320,000 compounds, 1% hits;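 active = every valid replicate shows activation above 250% relative to neutral control wells; inactive = the rest, any valid replicate at or below 250%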;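 note: OY570 slx delta 5 strain wells were the positive control but not used for scaling; some compounds called inactive have numbers as strong as hits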
Cardiac RTF inh: cardiac RTF calcium sensitivity inhibitors, primary screen, biochemical, IANBD-TnC fluorescence, EC70 calcium; Troponin I, cardiac muscle (Homo sapiens) + Troponin T, cardiac muscle (Homo sapiens) + …; IANBD-labeled cardiac RTF, Ca2+ fluorescence; inhibition, % at 7.15 µM; 340,000 compounds, 0.12% hits; AID 493244, 2011;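 active = inhibition above the mean inhibition of all tested compounds plus 3 SD, cut at about 17% in these data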;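 note: assay run at fixed EC70 calcium of 1.6 mM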
Rtt109 HAT inh: inhibitors of C. albicans Rtt109/Vps75 HAT, primary screen, biochemical, ThioGlo CoA-SH fluorescence, plate reader | 330,000 compounds, 0.16% hits | purified Rtt109/Vps75, 4 h | inhibition, % at 34.9 µM | Histone acetyltransferase RTT109 (Candida albicans (strain SC5314 / ATCC MYA-2876)), …;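 active = inhibition of at least 50% in every replicate; inconclusive = best replicate reaches 50% inhibition but some replicates fall short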
PvdQ inh: P. aeruginosa PvdQ acylase inhibitors, primary screen, biochemical, fluorescence, plate reader and imaging, single point. PvdQ acylase [Pseudomonas aeruginosa LESB58]. purified PvdQ acylase. inhibition, % at 10 µM. 340,000 compounds, 0.063% hits. AID 488965, 2010; in the data active = inhibition above about 30%, passing the limit was not always enough; inconclusive = no clear call, values can overlap the other calls;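 note: 0% = vehicle neutral wells and 100% = reference inhibitor wells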
NSD2 HMT inh: NSD2 histone methyltransferase inhibitors, primary screen, biochemical, AlphaScreen, single concentration, set 2; Histone-lysine N-methyltransferase NSD2 (Homo sapiens), O96028; NSD2 peptide methylation, 120 min; inhibition, % at 12.5 µM; 310,000 compounds, 0.54% hits; AID 743445, 2014; in the data active = inhibition above about 50%
Target sequence (O96028 whole entry, looked up): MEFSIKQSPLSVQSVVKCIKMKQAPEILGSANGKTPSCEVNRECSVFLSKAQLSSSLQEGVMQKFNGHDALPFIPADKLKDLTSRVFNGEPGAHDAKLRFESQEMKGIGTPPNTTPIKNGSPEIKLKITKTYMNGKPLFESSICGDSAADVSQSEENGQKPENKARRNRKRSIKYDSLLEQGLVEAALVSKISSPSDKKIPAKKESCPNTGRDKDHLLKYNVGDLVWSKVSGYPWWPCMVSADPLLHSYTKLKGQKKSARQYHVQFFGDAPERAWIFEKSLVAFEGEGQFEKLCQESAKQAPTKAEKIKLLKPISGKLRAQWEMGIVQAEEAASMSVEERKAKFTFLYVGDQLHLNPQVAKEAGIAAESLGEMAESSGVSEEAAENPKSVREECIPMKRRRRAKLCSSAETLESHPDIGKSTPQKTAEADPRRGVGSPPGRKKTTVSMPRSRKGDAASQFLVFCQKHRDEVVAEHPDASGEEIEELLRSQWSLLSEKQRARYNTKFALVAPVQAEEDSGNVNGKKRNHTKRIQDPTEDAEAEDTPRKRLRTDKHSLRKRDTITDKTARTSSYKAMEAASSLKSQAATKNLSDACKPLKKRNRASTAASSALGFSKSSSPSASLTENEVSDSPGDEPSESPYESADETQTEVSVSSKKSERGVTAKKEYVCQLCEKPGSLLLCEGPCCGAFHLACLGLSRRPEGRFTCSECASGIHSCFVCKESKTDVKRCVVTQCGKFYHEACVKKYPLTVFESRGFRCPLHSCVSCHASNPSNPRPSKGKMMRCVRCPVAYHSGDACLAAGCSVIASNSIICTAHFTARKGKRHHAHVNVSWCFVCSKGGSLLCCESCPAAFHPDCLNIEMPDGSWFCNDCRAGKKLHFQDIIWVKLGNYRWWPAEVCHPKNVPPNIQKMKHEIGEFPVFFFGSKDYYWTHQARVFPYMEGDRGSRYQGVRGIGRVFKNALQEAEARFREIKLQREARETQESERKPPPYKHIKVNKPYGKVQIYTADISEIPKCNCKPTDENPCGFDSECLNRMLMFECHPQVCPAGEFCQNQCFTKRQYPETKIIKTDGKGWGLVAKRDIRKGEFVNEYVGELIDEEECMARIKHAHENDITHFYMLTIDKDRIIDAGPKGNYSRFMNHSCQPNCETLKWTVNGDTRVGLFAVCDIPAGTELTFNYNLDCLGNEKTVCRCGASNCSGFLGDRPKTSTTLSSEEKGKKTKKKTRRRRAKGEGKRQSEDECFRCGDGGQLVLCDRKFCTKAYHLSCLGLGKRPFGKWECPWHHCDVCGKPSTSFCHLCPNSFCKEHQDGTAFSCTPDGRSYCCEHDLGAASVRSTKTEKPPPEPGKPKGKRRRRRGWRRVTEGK
Keap1-Nrf2 PPI: Keap1-Nrf2 protein-protein interaction inhibitors, primary screen, biochemical, fluorescence polarization, single point. Kelch-like ECH-associated protein 1 (Homo sapiens), Q14145. Keap1 Kelch-Nrf2 peptide fluorescence polarization, 1536-well. inhibition, % at 9.4 µM. 340,000 compounds, 0.15% hits; in the data active = inhibition above about 12%; inconclusive = no clear call, values can overlap the other calls; inactive = below about 7.3%;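 note: human Keap1 Kelch domain with fluorescein labeled Nrf2 9mer peptide probe; 0% = neutral control wells and 100% = peptide positive control; higher means more block of Keap1 binding to Nrf2 peptide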
dFosB act: activators of delta FosB homodimer, primary screen, biochemical, fluorescence polarization, TAMRA-CDK5 oligo, single point; 340,000 compounds, 0.99% hits; activation, % at 25 µM; purified delta FosB; percent of positive-control signal above neutral wells;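 active = mean activation above about 17%, with every replicate also reaching it, limit read from the data, passing the limit was not always enough; inconclusive = only one of the two conditions met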;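 note: fluorescence polarization rise as delta FosB binds a TAMRA Cdk5 AP-1 oligo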
cardiac RTF act: cardiac RTF calcium sensitivity activators, primary screen, biochemical, IANBD-TnC fluorescence, EC20 calcium. activation, % at 7.2 µM. 340,000 compounds, 0.24% hits. Troponin I, cardiac muscle (Homo sapiens) + Troponin T, cardiac muscle (Homo sapiens) + …. IANBD-labeled TnC RTF fluorescence at EC20 calcium; 0% EC20 calcium, 100% full calcium;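 active = activation above the mean over all tested compounds plus 3 SD, cut at about 30% in these data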;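 note: rise in fluorescence read as greater calcium sensitivity of cardiac thin filaments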
CDK5 p35 inh: inhibitors of human CDK5/p35 kinase, primary screen, biochemical, single concentration; Recombinant CDK5/p35, ADP-Glo luminescence, 60 min; inhibition, % at 10 µM; 330,000 compounds, 0.01% hits; AID 488839, 2010;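 active = highest replicate inhibition of at least 50% and at least 75% of replicates reaching 50%; inconclusive = only one of the two criteria met; inactive = both criteria failed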;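 note: plate controls were DMSO neutral control for no effect and GW8510 at 10 µM for full effect; many of its hits are not listed in these tables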
PfHsp90 yeast 2: growth inhibition of PfHsp90-expressing yeast, primary screen, antimalarial PfHsp90 inhibitor project, S. cerevisiae, BacTiter-Glo luminescence, single point, set 2; AID 504621, 2011; 310,000 compounds, 0.32% hits; inhibition, % at 9.4 µM; BacTiter-Glo ATP, 48 h; yeast lacking PDR1 and PDR3 efflux regulators;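 active = every replicate shows inhibition above about 80%, whatever the replicate mean, limit read from the data; inconclusive = mean inhibition reaches the set limit but some replicate falls short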;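 note: 0% = DMSO neutral controls and 100% = 20 µM radicicol positive controls; yeast relying on Plasmodium falciparum Hsp90 in place of its own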
C-LANA FP: inhibitors of KSHV C-LANA binding to DNA, primary screen, biochemical, fluorescence polarization, FAM-LBS DNA, MBP-C-LANA, single point | Kaposi's sarcoma herpesvirus LANA C-terminal domain (residues 932-1162) DNA binding | inhibition, % at 9 µM | 340,000 compounds, 0.078% hits | AID 504423, 2011;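 active = highest replicate inhibition at or above 60% at 9 µM, even if other replicates fall short; inactive = all replicates below 60% inhibition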;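 note: 0% = neutral control wells and 100% = 4 µM acridine orange control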
An asterisk follows results filed as active; i = inactive; ? = inconclusive; nt = no result given.

SMILES | SUMO Mot1 rescue | Cardiac RTF inh | Rtt109 HAT inh | PvdQ inh | NSD2 HMT inh | Keap1-Nrf2 PPI | dFosB act | cardiac RTF act | CDK5 p35 inh | PfHsp90 yeast 2 | C-LANA FP
O=C(CN(c1ccc(F)cc1)S(=O)(=O)c1ccccc1)Nc1ccccc1C(=O)O | -5 | -13 | -3 | -4 | -12 | 3 | -4 | 6 | 0.6 | 7 | -1.4
CCOc1ccc(S(=O)(=O)NCCC(=O)N2CC=C(c3ccccc3)CC2)cc1 | 27 | -14 | -2 | 14 | 1 | -1 | -16 | 5 | -1.3 | -22 | -2.3
CNC(=O)COC(=O)/C=C/c1cn(-c2ccccc2)nc1-c1ccc2c(c1)OCCO2 | 1 | -4 | -7 | 3 | -3 | -1 | -3 | -4 | 0.2 | nt | 1.3
COc1ccc(NC(=O)CC(c2ccc(F)cc2)c2ccc(OC)cc2)cc1 (centres undefined) | -11 | 6 | -27 | 0 | 1 | 3 | 0 | -8 | 1.0 | -5 | 0.5
Cc1cc2cc(CN3C(=O)c4ccccc4C3=O)ccc2n1C | -12 | -1 | nt | -18 | 3 | -4 | -20 | 4 | 0.1 | -43 | 0.7
CC1CC(C)CN(C(=O)COC(=O)COc2ccc(C#N)cc2)C1 (centres undefined) | 0 | -3 | 4 | -6 | -3 | 2 | 10 | 6 | -0.1 | -5 | -1.2
Cc1cc(/C=C2/NC(=O)NC2=O)c(C)n1-c1sc2c(c1C#N)CCCC2 | 125 | -5 | -3 | 1 | -2 | 0 | 0 | 0 | 0.9 | -7 | 0.4
COCCN(CC(=O)Nc1cccc(C)c1C)C(=O)c1cc2ccccc2cc1OC | nt | -1 | 0 | 7 | 5 | 0 | -7 | -2 | -0.8 | -9 | -0.9
C=CCc1cc(OC)ccc1OCCON1C(=O)CCC1=O | -1 | -9 | -2 | -11 | -2 | 2 | -2 | -2 | -0.5 | -15 | -1.1
CCN(CCCNC(=O)C1CCN(S(=O)(=O)c2cnc[nH]2)CC1)c1cccc(C)c1 | nt | -4 | 3 | -25 | 7 | -5 | -17 | 9 | -0.3 | -6 | 1.3
O=c1c2[nH]c3ccc(F)cc3c2nc2n1CCS2 | 2 | -4 | -9 | -4 | -3 | 1 | 2 | 0 | 0.5 | -16 | 0.6
O=C(NC1CCN(Cc2ccccc2)CC1)c1cccc(OC(F)F)c1 | 1 | -7 | 10 | -9 | 1 | -1 | -15 | -6 | -0.1 | -19 | 0.4
CC1CC(C)CN(CC(=O)Nc2cc(S(=O)(=O)N3CCOCC3)ccc2N2CCCC2)C1 (centres undefined) | -3 | -2 | 8 | -8 | 5 | 1 | -10 | 0 | 0.8 | -8 | -0.4
O=C(CN(Cc1ccccc1)C(=O)c1csnn1)NCCc1ccccc1 | -12 | 13 | 5 | -6 | -1 | -1 | -13 | -3 | 0.8 | 4 | 1.1
Cc1ccc(OCC(=O)N2CCN(C3=NS(=O)(=O)c4ccccc43)CC2)cc1 | -5 | -9 | -5 | -13 | 1 | -3 | -5 | 4 | -0.2 | -1 | 0.3
CC(C)(C)[C@H]1COC(=O)[C@@H](NC(=O)OCC2c3ccccc3-c3ccccc32)C/C=C\C[C@@H](CC(=O)N[C@@H](CO)Cc2ccccc2)C(=O)N1 | -5 | -14 | 4 | -10 | nt | -6 | -14 | 0 | 1.5 | -9 | -1.5
O=C(/C(=C(\O)c1ccccc1)c1nc2ccccc2[nH]1)c1ccccc1 | 1 | -17 | 6 | 1 | -1 | 4 | -4 | 5 | -0.9 | -4 | -1.1
CCCNS(=O)(=O)c1ccc(OCC(=O)NCCC2=CCCCC2)cc1 | -3 | -7 | 2 | -12 | 0 | 1 | -9 | -9 | -1.2 | 5 | 0.0
Cc1cccc(CCNC(=O)c2cc(S(=O)(=O)N3CCOCC3)cn2C)c1 | -19 | -11 | -5 | 3 | nt | -1 | -5 | 0 | 0.7 | -15 | 0.1
Cc1nn(-c2ccccc2)nc1C(=O)Oc1cc(C(F)(F)F)nn1-c1ccccc1 | -8 | -6 | -2 | -22 | nt | -7 | -3 | 7 | -0.2 | -17 | 2.3
Cc1cc(C)c(S(=O)(=O)c2ccccc2)c(OC(=O)c2c(F)cccc2F)n1 | -13 | -9 | -15 | -14 | 0 | -5 | -1 | -3 | -0.8 | -17 | -0.1
O=C(COC(=O)c1cccs1)Nc1ccccc1[N+](=O)[O-] | i | 4 | -5 | 1 | 0 | 3 | 1 | -8 | 1.3 | -25 | 1.4
O=C(Nc1cccc(O)c1)C1CC(c2cccc(Br)c2)=NO1 (centres undefined) | 11 | -1 | 0 | 7 | -1 | 5 | 2 | -7 | 0.0 | 2 | -0.9
CCCOC(=O)CSc1nc(N2CCOCC2)c2c(c1C#N)CC(C)(C)OC2 | 283 | -1 | -9 | -1 | 0 | -2 | -8 | -2 | -2.1 | -18 | 2.2
CCn1cc(/C=N\NC(=O)C2(C)CC2(Cl)Cl)c(C)n1 (centres undefined) | 20 | 2 | -9 | -2 | 63* | 3 | 2 | 1 | 0.8 | 24 | 2.4
CCc1cc(C(=O)NNC(=O)CCl)sc1C | -3 | -3 | -27 | -6 | 2 | -5 | -2 | 2 | 2.2 | -2 | 0.1
Cc1nc(-c2ccccc2)cs1 | 7 | -2 | 0 | -14 | -1 | 1 | 4 | 1 | -0.2 | nt | 0.9
Cc1ccc(CNC(=O)CCS(=O)(=O)c2cc(Br)cc3c2N(C(=O)C2CC2)CC3)o1 | 117 | -4 | 7 | -24 | 1 | -18 | -3 | 3 | -3.2 | -2 | -1.7
CC1=CC(=NNS(=O)(=O)c2ccc([N+](=O)[O-])cc2)CC(C)(C)C1 | nt | 1 | -2 | -15 | 1 | -3 | -4 | 4 | -0.5 | -10 | -1.4
Nc1nc(Nc2cccc(F)c2)nc(NCc2ccco2)c1[N+](=O)[O-] | 24 | 0 | 1 | -6 | 0 | 2 | 23* | 0 | 3.5 | -1 | -1.8
O=C(CSCc1ccccc1)N1CCc2ccccc21 | -6 | -2 | 1 | 8 | 1 | 2 | -2 | 2 | 2.3 | 13 | 1.0
CN1CCN(C(CNC(=O)C(=O)NC2CCCCC2)c2ccc(F)cc2)CC1 (centres undefined) | 14 | 5 | -4 | -7 | 6 | 0 | -3 | -2 | -0.4 | 7 | 0.4
CCOc1ccccc1-n1c(SCC(=O)NC(C)(C)C)nnc1-c1ccoc1C | -8 | -6 | 1 | -19 | 5 | -6 | 0 | 0 | 1.2 | 3 | 3.5
Cc1cccc(-n2c(=S)[nH]c3sc4c(c3c2=O)CCc2ccccc2-4)c1 | nt | 1 | 4 | 18 | 11 | -8 | -8 | 0 | 0.3 | -48 | -0.5
CC(=O)Nc1ccc(NC(=O)CSc2nc3c([nH]c4ccccc43)c(=O)n2-c2ccccc2F)cc1 | 1 | 5 | 8 | -5 | -3 | -1 | 22* | 1 | -1.1 | 23 | -0.8
COc1cccc(/C=C2\SC(=S)N(CCCC(=O)NC3=NCCS3)C2=O)c1 | 6 | -4 | -5 | -11 | 2 | 1 | -1 | -1 | 1.7 | -20 | 7.4
C[C@H]1CN([C@@H](C)CO)C(=O)c2cccc(NS(=O)(=O)c3ccc(F)cc3)c2O[C@H]1CN(C)Cc1ccc(Cl)c(Cl)c1 | 59 | -1 | 18 | 7 | nt | -10 | -3 | 1 | -0.7 | 14 | -2.1
Cc1ccc(C(=O)N2CCCC(Nc3cccc(F)c3)C2)cc1N1CCNC1=O (centres undefined) | 37 | 1 | 4 | -2 | 0 | 4 | 2 | -1 | 1.2 | nt | 1.9
O=C(NNC(=O)c1ccccc1F)c1cccs1 | 159 | 6 | -3 | -18 | -1 | -2 | -13 | 3 | 1.4 | 8 | -3.6
COc1ccc(NS(=O)(=O)c2ccc(C(=O)N3CCN(Cc4ccccc4)CC3)cc2)cc1 | 3 | -2 | ? | -8 | -2 | 3 | -18 | -1 | -2.0 | 21 | -0.1
CCOC(=O)C1=CN(Cc2cccc(F)c2)S(=O)(=O)N(C)C1CCc1ccccc1 (centres undefined) | nt | -1 | -1 | 19 | nt | -1 | 0 | -7 | 1.5 | 5 | 4.4
COc1ccc(C(=O)N2CCC(O)(c3ccc(Cl)cc3)CC2)cc1OC | -3 | -12 | -12 | -13 | -3 | -4 | -12 | 3 | 1.1 | 11 | -0.5
O=C(N/C(=C/c1ccco1)C(=O)N1CCCCCC1)c1ccccc1 | -18 | 1 | 17 | -2 | -1 | -2 | 3 | -1 | -0.6 | 10 | 0.6
Cc1cccc(N2CCN(C(=O)CCCSc3nc4ccccc4[nH]3)CC2)c1C | 127 | -1 | 22 | -21 | 1 | 0 | -14 | 1 | -3.3 | nt | -2.0
CC(=O)C(C(C)=O)C1(O)C(=O)c2ccccc2C1=O | 10 | -5 | -1 | -1 | 104* | -10 | -1 | 1 | -3.8 | -25 | 1.5
O=c1oc(-c2cccnc2)nc2ccccc12 | -10 | -4 | 5 | -3 | 1 | 0 | -12 | -1 | -3.3 | -11 | -1.1
CCC/C=N/NC(=O)c1cc(-c2ccccc2)nc2ccccc12 | -1 | 6 | 12 | 23 | 0 | -2 | -7 | 3 | -0.2 | 6 | 0.1
CCCCCCCCn1cnc2c(N)c(C)c(C)cc21 | 25 | -8 | ? | -7 | 76* | 0 | -5 | 2 | 0.3 | 17 | -0.5
COc1cc(C(=O)N/N=C/c2ccc(OC(=O)c3cccc(C)c3)c(OC)c2)ccc1O | -2 | -8 | -6 | -11 | 1 | -1 | 4 | 0 | -1.2 | -2 | -0.7

Bioassay records deposited in PubChem BioAssay by several laboratories.
